NPY-Y1 PAM-ag = human NPY-Y1 potentiation or agonism, primary screen; P25929; NPY-Y1 expressing cells, potentiator/agonist activation; activation, % at 3.6 µM; 220,000 tested, 0.37% active; in the data active = activation above about 33%, passing the limit was not always enough;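 also: cells stimulated with NPY at EC10 then isoproterenol at EC100; 0% = low agonist plus stimulus and 100% = saturating agonist plus stimulus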
NPY-Y1 antag = blocks the human neuropeptide Y Y1 receptor. P25929. HEK293-CNG Y1 cells, membrane potential fluorescence; NPY at EC95, then isoproterenol. 200,000 tested, 1% active. inhibition, % at 3.6 µM. AID 1040;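 active = inhibition above the campaign mean inhibition of all tested compounds plus 3 SD, cut at about 20% in these data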;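 also: 0% = DMSO wells given NPY plus isoproterenol and 100% = isoproterenol alone without NPY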
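Assay system: HEK293 Y1/CNG channel cell line; Doses: single compound dose of 3.6 µM, 0.4% DMSO; Timing: dye 3 h, compound 60 min room temperature, stimulation 45 min; Technique: Membrane-potential fluorescent dye readout; Measure: % inhibition of NPY effect.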
S1P4 antag = blocks the human S1P4 receptor. O95977. S1P4-expressing cells, antagonist mode, reporter read-out. inhibition, % at 4.98 µM. 220,000 tested, 0.26% active. AID 1510; in the data active = inhibition above about 29%;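 also: 0% = wells stimulated with agonist and 100% = vehicle wells without agonist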
Target sequence (O95977 whole entry, looked up): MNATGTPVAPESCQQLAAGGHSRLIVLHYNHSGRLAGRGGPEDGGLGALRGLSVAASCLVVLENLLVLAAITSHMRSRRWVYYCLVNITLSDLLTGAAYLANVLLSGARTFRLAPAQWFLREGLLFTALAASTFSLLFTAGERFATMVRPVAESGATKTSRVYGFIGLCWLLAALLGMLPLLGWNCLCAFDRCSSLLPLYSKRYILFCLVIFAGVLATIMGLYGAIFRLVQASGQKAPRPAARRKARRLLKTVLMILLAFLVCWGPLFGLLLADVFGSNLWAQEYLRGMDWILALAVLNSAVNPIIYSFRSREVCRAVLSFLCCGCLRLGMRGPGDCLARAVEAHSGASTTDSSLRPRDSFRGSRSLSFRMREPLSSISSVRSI
Runt-CBFb FRET = Runt domain-CBFb interaction inhibition. Q01196+Q13951. Cerulean-Runt/Venus-CBFb FRET ratio 530/480, 1 h. inhibition, % at 20 µM. 220,000 tested, 0.46% active. AID 1496;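 active = inhibition over about 50% at 20 µM in the single-dose screen, limit read from the data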;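 also: 0% = DMSO wells and 100% = excess unlabeled CBFb competitor control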
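Measured by: fluorescence energy transfer, 422 nm excitation, 530/480 nm emission; test system: Cerulean-tagged RUNX1 Runt domain (FRET donor) fusion protein; buffer or medium: Tris pH 7.5 buffer with BSA; compound: one dose, 20 µM compound, 1% DMSO; times: two 1 h room-temperature incubations shielded from light; benchmarks: unlabeled CBFb 5 µM, positive control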
Ba/F3 V617F tox = loss of viability in JAK2V617F-driven Ba/F3 cells | AID 1446 | 220,000 tested, 1.1% active | Ba/F3 EpoR-JAK2V617F viability, ATP luminescence | inhibition, % at 5.6 µM;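 active = inhibition above the campaign mean plus 3 SD over all tested compounds, cut at about 24% in these data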;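 also: cytokine-independent growth of Ba/F3 cells driven by EpoR plus mutant JAK2; 0% = DMSO-treated cells and 100% = JAK inhibitor I control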
NPY-Y2 PAM-ag = human NPY-Y2 potentiation or agonism, primary screen | activation, % at 3.6 µM | P49146 | AID 1359 | 220,000 tested, 0.45% active | cells expressing NPY-Y2, potentiator/agonist read-out; in the data active = activation above about 27%;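 also: cells stimulated with NPY near EC25 plus isoproterenol at EC100; 0% = vehicle plus submaximal agonist and 100% = vehicle plus saturating agonist; some results beyond the cut were filed as inactive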
Target sequence (P49146 whole entry, looked up): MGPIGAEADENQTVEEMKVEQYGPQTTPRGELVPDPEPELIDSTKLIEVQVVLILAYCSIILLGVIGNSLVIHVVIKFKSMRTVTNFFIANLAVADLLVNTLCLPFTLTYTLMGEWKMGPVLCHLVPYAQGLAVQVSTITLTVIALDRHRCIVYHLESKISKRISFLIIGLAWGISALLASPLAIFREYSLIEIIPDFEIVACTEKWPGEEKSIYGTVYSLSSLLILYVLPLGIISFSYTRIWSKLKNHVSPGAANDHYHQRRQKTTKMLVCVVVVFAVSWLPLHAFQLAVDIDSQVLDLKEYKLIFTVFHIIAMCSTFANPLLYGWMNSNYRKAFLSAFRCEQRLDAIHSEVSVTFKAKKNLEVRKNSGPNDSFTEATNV
BaF3 tox = reduces parental Ba/F3 cell viability, JAK2V617F counter-screen | inhibition, % at 5.6 µM | 220,000 tested, 1.1% active | CellTiter-Glo ATP luminescence;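 active = inhibition above a per-campaign cutoff, the mean inhibition of all tested compounds plus 3 SD, cut at about 27% in these data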;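 also: 0% = DMSO wells and 100% = JAK Inhibitor I control wells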
S1P4 ag = activates the human S1P4 receptor | O95977 | S1P4-expressing cell line, agonist reporter assay | activation, % at 4.98 µM | 220,000 tested, 0.35% active | AID 1509; in the data active = activation above about 11%;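 also: 0% = DMSO vehicle and 100% = reference agonist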
RBBP9 inhibitor = human RBBP9 hydrolase inhibition; 220,000 tested, 0.2% active; AID 1515; inhibition, % at 7.94 µM; recombinant RBBP9, FP-Rh probe fluorescence polarization; O75884;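 active = inhibition above the campaign mean of all tested compounds plus 3 SD, cut at about 14% in these data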;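 also: plate controls were DMSO wells with RBBP9 for no effect and wells lacking RBBP9 protein for full effect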
Target sequence (O75884 whole entry, looked up): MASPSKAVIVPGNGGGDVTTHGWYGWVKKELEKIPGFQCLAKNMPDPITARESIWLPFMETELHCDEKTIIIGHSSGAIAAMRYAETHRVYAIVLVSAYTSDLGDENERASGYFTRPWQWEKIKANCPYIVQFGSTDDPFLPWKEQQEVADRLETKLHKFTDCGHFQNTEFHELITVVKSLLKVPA
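system = RBBP9 protein | input = RBBP9 at 2.5 µM in dispensed solution, before mixing | measured by = fluorescence polarization (mP), excitation 525 nm, emission 598 nm | incubation = enzyme-compound preincubation 30 min, then probe labeling 45 min, 25 °C | buffer or medium = Tris-NaCl-Pluronic buffer, pH 8.0 | compound = single dose 7.94 µM | also added = FP-Rh probe, 375 nM dispensing solution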
Numbers without * were called inactive; . = not tested or not shown.

SMILES	NPY-Y1 PAM-ag	NPY-Y1 antag	S1P4 antag	Runt-CBFb FRET	Ba/F3 V617F tox	NPY-Y2 PAM-ag	BaF3 tox	S1P4 ag	RBBP9 inhibitor
COc1ccccc1C1C(C#N)=C(N)N(c2cccnc2)C2=C1C(=O)CC(C)(C)C2 (centres undefined)	13	5	-5	-2	-2	7	-1	-0.8	-1
Fc1ccc(C2=Nn3c(nnc3-c3n[nH]c4c3CCC4)SC2)cc1	-5	5	-9	-1	-2	-11	0	0.3	-5
COc1ccc(-c2cc(C(F)(F)F)nc(-n3cncn3)n2)cc1	-19	4	-20	1	-1	-10	7	2.1	-12
COC(=O)c1c(NC(=O)CSc2nnc(-c3cccnc3)n2Cc2ccco2)sc(C)c1C	-8	1	-37	-4	-1	6	1	1.7	2
CC1CCc2c(sc3ncn(N)c(=N)c23)C1 (centres undefined)	4	.	-3	0	-1	-6	0	2.0	-3
COC(c1ccccc1)c1nnc(CCC(=O)N(C)CCc2ccccc2)o1 (centres undefined)	11	0	2	2	-1	-3	5	-0.6	-2
CC(C)c1ccc(/C=C/C(=O)N2CCCCCC2)cc1	-10	1	-13	-6	-1	9	2	1.4	-7
COc1ccc(OC)c(/C=N/NC(=O)c2csc3ccccc23)c1	-2	-1	-19	1	-3	2	3	-0.4	-3
Cc1ccc(-n2nc3ccc(NC(=S)NC(=O)/C=C/c4ccco4)cc3n2)cc1	0	-4	-10	0	-4	-2	-1	-0.2	-4
CC1(C)Cc2ccccc2C(Nn2cnnc2)=N1	6	-5	11	-1	-4	7	-4	-0.9	-5
Cc1[nH]nc(SCC(=O)NC2CCCCC2)c1[N+](=O)[O-]	-3	10	2	-2	-1	-1	1	0.4	-9
COc1ccc(CCNC(=O)CN2CCN(Cc3ccccc3F)C2=O)cc1OC	-6	.	5	1	-3	7	1	0.2	-7
CC(C)NC(=O)C1CCN(C2CCN(CC3CC=CCC3)CC2)CC1 (centres undefined)	-3	4	-2	.	2	-6	11	3.3	-1
CCOC(=O)C1=NNC2(CC(=O)N(c3cc(C)cc(C)c3)C2=O)C1 (centres undefined)	3	.	-4	1	-4	14	2	0.8	-5
Cc1cccc(Cn2c(N3CCN(c4ccccc4)CC3)nc3c2c(=O)n(C)c(=O)n3C)c1	-13	1	-1	-8	-3	-11	2	-1.1	-11
CCc1nnc(SCC(=O)N2CCCc3ccccc32)nc1CC	2	1	-4	0	2	5	2	2.3	-12
CCC1CCCCN1C(=O)N[C@@H](Cc1ccccc1)C(=O)O (some centres undefined)	13	1	2	-3	-2	9	2	3.4	-7
CN(C(=O)COC(=O)c1ccc(-c2ccc(O)cc2)cc1)C1CCS(=O)(=O)C1 (centres undefined)	17	.	-6	-4	0	5	-6	0.4	-14
COC(=O)c1cnc(N2CCOCC2)nc1C(F)(F)F	-4	.	2	0	3	-3	-4	0.0	1
CC(C)(C)NC(=O)C(c1ccco1)N(C(=O)c1ccc(CN2CCOCC2)o1)c1ccccc1 (centres undefined)	-3	3	-9	-2	-1	0	-1	1.7	-4
COCCN(CCOC)S(=O)(=O)c1ccc(/C(O)=C(\C#N)c2nc3ccccc3[nH]2)cc1	-1	-1	-2	0	1	-1	0	0.3	-4
CCOC(=O)/C(C#N)=C/c1cn(CCC(=O)O)nc1-c1ccc(F)cc1	10	-3	-3	-2	0	-9	-1	-0.3	-6
Cc1ccc(Nc2c([N+](=O)[O-])cc(C(=O)N3CC(=O)Nc4ccccc43)cc2[N+](=O)[O-])c(C)c1	17	7	3	-3	-1	11	7	0.5	0
c1ccc(OCc2nc(-c3ccccc3)no2)cc1	-10	1	1	0	0	-19	7	1.1	-11
N#CCSc1nnc(Cc2cccc3ccccc23)n1C1CCCCC1	-3	7	-6	0	-1	1	9	1.5	-6
Cc1ccc(C2CCN(C(=S)Nc3cccc(C)c3)C2)cc1 (centres undefined)	-10	9	1	-2	1	-13	7	1.8	0
CCOCC(=O)Nc1ccc(S(=O)(=O)Nc2ncccn2)cc1	-23	4	-2	1	-3	6	5	2.4	-3
COc1ccc(CN(C#N)c2nc(SC)nc(N(C)C)n2)cc1	-36	12	6	-3	-5	-22	1	-0.1	4
Cn1ncc(N2CCN(C(=O)c3ccc(Cl)cc3)CC2)c(Cl)c1=O	13	4	-4	1	0	-13	4	5.3	-1
N#Cc1c(-c2ccccc2)c(-c2ccccc2)nn(CC(=O)NNC(=O)Nc2ccc(Cl)c(Cl)c2)c1=O	38*	-10	-13	6	3	5	5	-0.4	-37
Cc1c(NC(=O)c2ccc3c(c2)C(=O)N(CC2CCCO2)C3=O)cccc1C(=O)O (centres undefined)	-8	-1	-14	-2	1	1	2	0.7	-4
C/C(=N/NC(=O)CNC(=O)c1ccncc1)c1ccc(Cl)cc1	30	.	0	0	-6	-6	-3	-1.2	1
CCCCOC(=O)CNc1n[nH]c(=S)[nH]c1=O	10	2	-9	2	-3	2	-1	-1.9	-7
CCC(=O)Nc1cccc(NC(=O)c2ccc(C)c([N+](=O)[O-])c2)c1	3	-1	0	3	-4	2	0	-3.6	1
COc1ccc(C2C=C(c3ccc(Cl)cc3)Nc3nc(NC(C)=O)nn32)cc1 (centres undefined)	-14	-4	8	-134	-2	-19	0	1.6	-5
Nc1c(C(=O)N2CCCC2)sc2nc(-c3ccccc3)ccc12	2	.	0	-3	-3	3	1	0.2	-2
Cc1ccc(-c2nc3ccccc3o2)cc1NC(=S)NC(=O)/C=C/c1ccco1	-6	2	-20	-1	-2	-2	0	1.3	-10
COc1ccc(OC)c(C(=O)CSc2nnc(-c3ccc(OC)c(OC)c3)o2)c1	0	7	-4	3	0	8	9	0.7	1
CC(C)CC(=O)Nc1ccccc1N1CCOCC1	-11	-2	3	-9	3	-14	6	-1.6	-3
O=C(NCC(O)c1ccc([N+](=O)[O-])cc1)c1cccc(S(=O)(=O)N2CCCC2)c1 (centres undefined)	-7	-4	15	2	-2	-6	3	0.2	-8
CCSc1nnc(C)c(=O)n1COC(=O)c1ccc(S(=O)(=O)N2CCCC2)cc1	-14	-2	-29	1	0	17	6	-0.1	-7
COc1ccc(CCNC(=S)Nc2ccc(OC)cc2)cc1	3	4	-16	-2	-3	-2	1	6.1	-2
Cn1c(SCc2nc(-c3ccc(Cl)cc3)no2)nnc1-c1cccs1	-3	11	13	1	-4	-21	1	-6.3	3
O=C(O)C(Cc1c[nH]c2ccccc12)N1C(=O)C2C3c4ccccc4C(c4ccccc43)C2C1=O (centres undefined)	9	-1	12	2	-1	-7	8	0.3	-3
COc1ccccc1NC(=S)NC1CC2CCC1C2 (centres undefined)	7	.	-3	-1	-5	15	0	1.4	1
O=C(Nc1c(C(=O)N2CCOCC2)cnn1-c1ccccc1)c1ccccc1	-11	-4	-15	-2	-5	0	-3	-0.5	-5
Cn1c(N)c(C(=O)COC(=O)Cc2ccsc2)c(=O)n(C)c1=O	2	1	6	1	-7	7	1	-1.7	0
CC(C)c1ccc(NC(=S)N2CCN(Cc3ccccc3)CC2)cc1	-11	5	-21	-1	2	-9	5	6.1	1
Cc1cc(C(=O)O)ccc1-n1c(C)cc(/C=C(/C#N)C(=O)Nc2ccccc2)c1C	-11	-1	5	1	4	-6	5	0.3	-4
COc1ccc(/C=C(\C#N)C(=O)N2CCOCC2)cc1Br	-34	1	-8	.	1	5	2	-0.7	-9
COC(=O)c1ccccc1NS(=O)(=O)c1ccc(O)c(C(=O)O)c1	0	1	-7	-1	-4	15	1	-1.5	-4
Oc1oc(C=Nc2ccc(F)cc2F)c2ccccc12	-6	-3	-14	0	6	-13	10	-2.4	-7
COc1ccccc1N1CCN(/N=C/c2cccc(OC)c2OC)CC1	-12	9	-15	-3	5	-10	13	-1.2	-4
Cc1cc(Br)c(Cl)cc1NC(=O)CN1C(=O)C2C3CC(c4ccccc4)C(C3)C2C1=O (centres undefined)	24	4	20	-2	-1	32	9	0.5	-21
CCOC(=O)c1c(C)c(C(=O)Nc2ccc(F)cc2)c(C)n1C	2	0	5	2	-2	-7	2	-0.3	-8
O=C(Cc1cn(Cc2cccc(Cl)c2)c2ccccc12)N1CCCCCC1	-16	7	-10	-2	-5	17	4	1.7	-1

13 compounds from above, sorted by SMILES length, falling:
SMILES	NPY-Y1 PAM-ag	NPY-Y1 antag	S1P4 antag	Runt-CBFb FRET	Ba/F3 V617F tox	NPY-Y2 PAM-ag	BaF3 tox	S1P4 ag	RBBP9 inhibitor
O=C(O)C(Cc1c[nH]c2ccccc12)N1C(=O)C2C3c4ccccc4C(c4ccccc43)C2C1=O (centres undefined)	9	-1	12	2	-1	-7	8	0.3	-3
Cc1cc(Br)c(Cl)cc1NC(=O)CN1C(=O)C2C3CC(c4ccccc4)C(C3)C2C1=O (centres undefined)	24	4	20	-2	-1	32	9	0.5	-21
CCSc1nnc(C)c(=O)n1COC(=O)c1ccc(S(=O)(=O)N2CCCC2)cc1	-14	-2	-29	1	0	17	6	-0.1	-7
O=C(Nc1c(C(=O)N2CCOCC2)cnn1-c1ccccc1)c1ccccc1	-11	-4	-15	-2	-5	0	-3	-0.5	-5
COC(=O)c1ccccc1NS(=O)(=O)c1ccc(O)c(C(=O)O)c1	0	1	-7	-1	-4	15	1	-1.5	-4
Cn1c(N)c(C(=O)COC(=O)Cc2ccsc2)c(=O)n(C)c1=O	2	1	6	1	-7	7	1	-1.7	0
Cn1c(SCc2nc(-c3ccc(Cl)cc3)no2)nnc1-c1cccs1	-3	11	13	1	-4	-21	1	-6.3	3
CCOC(=O)c1c(C)c(C(=O)Nc2ccc(F)cc2)c(C)n1C	2	0	5	2	-2	-7	2	-0.3	-8
COc1ccccc1N1CCN(/N=C/c2cccc(OC)c2OC)CC1	-12	9	-15	-3	5	-10	13	-1.2	-4
COc1ccc(/C=C(\C#N)C(=O)N2CCOCC2)cc1Br	-34	1	-8	.	1	5	2	-0.7	-9
COc1ccc(CCNC(=S)Nc2ccc(OC)cc2)cc1	3	4	-16	-2	-3	-2	1	6.1	-2
Oc1oc(C=Nc2ccc(F)cc2F)c2ccccc12	-6	-3	-14	0	6	-13	10	-2.4	-7
COc1ccccc1NC(=S)NC1CC2CCC1C2 (centres undefined)	7	.	-3	-1	-5	15	0	1.4	1

Bioassay records (PubChem BioAssay)
